hiPSC survival: increases survival of single human iPS cells; hiPSC single-cell survival, ATPlite luminescence; 100% = ROCK inhibitor wells, 0% = DMSO; survival enhancement, % at 20 µM; 360,000 tested, 0.044% active; AID 602274; in the data active = survival enhancement above about 18%;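 note: cells exposed to compounds for 16 hours before the ATP read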
LMP1 NFkB inh: inhibitors of Epstein-Barr LMP1-induced NF-kappaB reporter. LMP1-induced NF-kappaB luciferase reporter cells, luminescence. inhibition, % at 12.5 µM. 350,000 tested, 0.69% active; in the data active = inhibition above about 41%;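 note: 0% = neutral control wells and 100% = reference inhibitor control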
Shn3 3UTR inh: inhibitors of Schnurri-3 3'UTR reporter in osteoblasts; Clone20 osteoblast Shn3 3'UTR firefly luciferase, 24 h; inhibition, % at 12.5 µM; 360,000 tested, 0.52% active; AID 588674;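 active = mean inhibition of at least 75% with every replicate also reaching 75%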;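 note: 0% = median of neutral control wells and 100% = pilot-screen positive control compound; some compounds past the cut are filed as inactive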
CF NFkB block: blocks PAF-induced NF-kB reporter in cystic fibrosis cells | KKLEB NF-kB-GFP reporter, GFP fluorescence overnight | inhibition, % at 5 µM | 360,000 tested, 0.86% active | AID 588850;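 active = at least 50% inhibition at 5 µM, scaled per plate between neutral and stimulator controls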;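 note: PAF is a Pseudomonas aeruginosa culture filtrate used as stimulus; plate controls were PAF-stimulated DMSO wells for no effect and unstimulated DMSO wells for full effect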
NR2E3 ag-1: activates human NR2E3 receptor; Q9Y5X4; CHO-S Gal4-NCOR/VP16-NR2E3 two-hybrid, luciferase; inhibition of corepressor binding, % at 3.98 µM; 360,000 tested, 0.35% active; AID 602229;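 active = inhibition above the mean of all tested compounds plus 3 SD, cut at about 70% in these data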;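 note: 0% = DMSO with NR2E3 transfected cells and 100% = cells lacking NR2E3 construct; higher means lower luciferase signal from less NR2E3 corepressor binding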
Target sequence (Q9Y5X4 whole entry, looked up, the tested form may be a part): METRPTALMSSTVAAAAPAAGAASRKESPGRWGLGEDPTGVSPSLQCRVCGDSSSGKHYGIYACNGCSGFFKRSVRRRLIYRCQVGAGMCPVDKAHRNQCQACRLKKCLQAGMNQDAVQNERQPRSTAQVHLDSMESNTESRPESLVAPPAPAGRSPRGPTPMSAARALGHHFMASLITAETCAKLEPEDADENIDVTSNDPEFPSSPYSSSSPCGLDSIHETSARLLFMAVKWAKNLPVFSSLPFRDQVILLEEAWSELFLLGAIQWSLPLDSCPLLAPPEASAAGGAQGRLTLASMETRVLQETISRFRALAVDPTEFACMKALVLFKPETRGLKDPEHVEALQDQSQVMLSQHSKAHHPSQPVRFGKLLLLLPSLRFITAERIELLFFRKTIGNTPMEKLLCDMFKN
TRPM1 prom inh: MITF TRPM1 promoter inhibition in SK-MEL-5 cells. SK-MEL-5 TRPM1 promoter luciferase, 24 h. inhibition, % at 12.5 µM. 330,000 tested, 0.83% active. AID 488899;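 active = mean inhibition across replicates of 60% or more, whatever share of single replicates reaches that level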; note: values of inactives mirror those of a sister screen read the other way
HIF-2a inh: blocks HIF-2a reporter activity. AID 624352. 360,000 tested, 0.72% active. inhibition, % at 18.8 µM. 786-0 RCC cells HIF-2a reporter, luciferase luminescence, overnight;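 active = inhibition of the luminescence signal of 40% or more relative to plate controls, in a single-dose primary screen at 18.75 µM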
KKLEB tox: CF airway cell cytotoxicity counter-screen. KKLEB CF airway cells viability, ATPlite luminescence, overnight; stronger effect = lower value; cells stimulated with P. aeruginosa culture filtrate. activity change (cytotoxicity), % at 5 µM. 360,000 tested, 0.36% active;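 active = corrected activity change at or below -50% at 5 µM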
Peg3 promoter: inhibitors of Peg3 promoter; inhibition, % at 20 µM; 360,000 tested, 1.7% active; HeLa PEG-Prom luciferase reporter, luminescence, overnight;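 active = inhibition of at least 50% at 20 µM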
TRAIL sens C8: sensitizes caspase-8 expressing cells to TRAIL; AID 624354; 360,000 tested, 1% active; inhibition (viability loss, TRAIL sensitization), % at 10 µM; NB7+C8 cells + TRAIL, ATPlite viability luminescence;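 active = compounds causing at least 50% loss of cell viability in the single-dose screen, relative to plate controls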
NR2E3 ag-2: activates human photoreceptor nuclear receptor NR2E3. inhibition of corepressor binding, % at 4.78 µM. AID 2300. GST-NR2E3/biotin-RetCOR TR-FRET, 1536-well. 320,000 tested, 0.12% active;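 active = percent inhibition above the cutoff of mean plus 3 SD of all tested compounds, set per screening campaign, cut at about 20% in these data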;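 note: 0% = DMSO wells and 100% = biotin wells as full block of FRET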
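Assay system: NR2E3–RetCOR corepressor complex. Quantity: 1.35 nM GST-NR2E3. Buffer or medium: pH 7.5 Tris-based buffer. Reagent: biotinylated RetCOR corepressor at 7 nM final. Schedule: 5 h at 4 °C. Detection: TR-FRET, emission read at 617 and 671 nm. Replicates: one well per compound, singlicate testing.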
* hit, by the source's call; x = no result given. The list is partial; the hit share may differ from the screen's.

SMILES	hiPSC survival	LMP1 NFkB inh	Shn3 3UTR inh	CF NFkB block	NR2E3 ag-1	TRPM1 prom inh	HIF-2a inh	KKLEB tox	Peg3 promoter	TRAIL sens C8	NR2E3 ag-2
CCCN(C(=O)COC(=O)c1nc2nccc(C)n2n1)C1CCS(=O)(=O)C1 (stereo not given)	0.0	26	2	-10	-24	9	8	2	-4	7	x
Cc1[nH]n(-c2ccccc2)c(=O)c1/C=N/NC(=O)c1ccc(O)cc1O	0.7	-3	-5	21	-33	4	-13	-11	-10	42	-4
Cc1ccc(OCCN(C)C(=O)C2CCC(=O)N(Cc3ccccc3F)C2)cc1 (stereo not given)	0.7	-11	0	-21	-3	-6	-2	-3	-16	25	-2
c1ccc(-c2sc3ccccc3c2-c2ccc(OCCN3CCOCC3)cc2)cc1	-1.1	-9	3	18	-20	-4	11	-3	14	21	x
O=C(Oc1ccc(/C=N/NC(=O)c2ccccc2F)cc1)c1ccccc1	0.0	-28	-28	0	-40	-45	-92	10	-112	18	0
COc1ccc(OCC(=O)N/N=C/c2ccsc2)cc1	3.5	5	-26	-19	0	0	1	8	-4	22	-1
ClC(=C\c1ccccc1)/C=N/N1CCN(c2ccccn2)CC1	0.0	-28	-62	-4	-118	-62	-240	4	-200	-16	2
CCN(CC)c1nc(Nc2ccccc2)nc(Oc2ccc(=O)[nH]n2)n1	-0.8	-3	27	-1	8	2	11	4	11	4	4
O=C(Nc1ccc(NC(=O)c2ccc3c(c2)OCO3)cc1)c1cccc(Cl)c1	-0.4	-1	4	14	-22	x	10	-4	-1	11	0
O=C(CCc1ccc(S(=O)(=O)N2CCOCC2)cc1)N1CCN(Cc2ccc3c(c2)OCO3)CC1	4.6	5	30	-5	-2	5	19	5	8	6	7
CCn1c(SCC(=O)Nc2ccc(N3CCOCC3)cc2)nnc1C1CC1	-2.4	-4	-16	10	-12	2	-4	5	7	-8	-1
Nc1cc(C2CCCC2)nn1-c1ccccc1	-0.4	-14	-112	-8	-87	-40	-184	6	-165	26	-2
O=C(Nc1ccccc1Cc1ccccc1)c1oc2ccccc2c1COc1ccccc1	-1.3	-10	17	6	-9	-2	12	-2	12	10	1
Cc1c(Cl)cccc1N=Cc1ccc([N+](=O)[O-])s1	-4.9	-4	69	14	13	12	-9	5	39	15	1
COc1ccc(N2CCN(S(=O)(=O)c3ccc(OC)c(C(=O)N4CCCCC4)c3)CC2)cc1	-0.6	3	26	6	14	x	5	10	20	0	3
CCOc1ccc(C(=O)N2CCN=C2SC)cc1OCC	-0.5	-3	-8	-6	3	-7	12	8	8	9	3
COC(=O)c1nnn(-c2nonc2N)c1CN1CCc2ccccc21	1.8	-24	14	-30	-8	13	-48	8	43	8	5
COc1cccc(C2c3c(oc4ccccc4c3=O)C(=O)N2CCCN2CCOCC2)c1 (stereo not given)	0.6	-2	10	14	-25	3	-12	11	-25	16	2
Cc1ccc(S(=O)(=O)Cn2nnnc2C(CC(C)C)N2CCC(C(N)=O)CC2)cc1 (stereo not given)	-0.8	-15	-10	-3	-8	0	9	-1	6	1	4
Cc1nnc(Cl)c2nn(-c3ccccc3F)c(C)c12	0.2	-5	18	9	-10	-4	22	-14	7	-8	-3

Complete entries, quoted from the list.
Record of COC(=O)c1nnn(-c2nonc2N)c1CN1CCc2ccccc21 = hiPSC survival = 1.8; LMP1 NFkB inh = -24; Shn3 3UTR inh = 14; CF NFkB block = -30; NR2E3 ag-1 = -8; TRPM1 prom inh = 13; HIF-2a inh = -48; KKLEB tox = 8; Peg3 promoter = 43; TRAIL sens C8 = 8; NR2E3 ag-2 = 5
Record of O=C(Nc1ccccc1Cc1ccccc1)c1oc2ccccc2c1COc1ccccc1 = hiPSC survival = -1.3; LMP1 NFkB inh = -10; Shn3 3UTR inh = 17; CF NFkB block = 6; NR2E3 ag-1 = -9; TRPM1 prom inh = -2; HIF-2a inh = 12; KKLEB tox = -2; Peg3 promoter = 12; TRAIL sens C8 = 10; NR2E3 ag-2 = 1

Next section.
SMILES	hiPSC survival	LMP1 NFkB inh	Shn3 3UTR inh	CF NFkB block	NR2E3 ag-1	TRPM1 prom inh	HIF-2a inh	KKLEB tox	Peg3 promoter	TRAIL sens C8	NR2E3 ag-2
COc1cc2c(cc1OC)[C@@H](NC(=O)C(C)C)[C@H](OCc1ccccc1)C2	2.5	2	-9	-22	-33	-3	-11	-9	-5	-1	x
CC(C)c1ccc(N(C(=O)c2ccco2)C(C(=O)NC2CCCC2)c2cccnc2)cc1 (stereo not given)	-0.5	-1	-8	6	-49	-3	-23	-5	1	0	2
Cc1c(C(=O)Nc2ccc(-c3nnc4n3CCCCC4)cc2)oc2c1ccc1ccccc12	1.4	15	13	-36	-16	24	56*	-10	42	9	0
NC1=NN(c2ccccc2)C(=O)C1	-1.5	-15	-5	5	9	0	10	7	-1	-7	x
CCOc1ccc(NC(=O)CC(Cc2ccc(Cl)cc2)C(=O)O)cc1 (stereo not given)	-0.4	5	-3	-6	-18	9	27	6	-5	-12	-2
COCCN(C(=O)Nc1ccc(F)cc1F)c1nc2ccccc2s1	-0.7	-24	-21	-18	-54	-15	-163	3	-54	-14	-1
O=C(CSc1ncccn1)N1CCN(C(c2ccccc2)c2ccccc2)CC1	0.6	0	9	-6	11	11	5	23	23	-15	1
CCS(=O)(=O)NCC(c1ccco1)N1CCN(c2ccc(F)cc2)CC1 (stereo not given)	0.4	-4	5	23	16	4	11	-2	-2	-5	-2
NC1=NC[C@H](Cc2ccc(O)cc2)N1CCc1cccc(F)c1	2.6	-4	-16	-11	-5	-13	7	12	-5	-24	0
COc1ccc(C(=O)NCCCn2nc(C)cc2C)cc1S(=O)(=O)N1CCOCC1	-0.1	1	-3	-2	-8	14	7	2	-11	10	x
COc1ccccc1Cn1c(CO)nc2ccccc21	0.8	5	-12	-6	-11	-13	-4	-1	-5	-2	1
O=C(c1cccc(F)c1)N1CCN(C(=O)c2nn3cccnc3c2Cl)CC1	-1.6	0	-4	7	-34	-7	7	-4	13	-2	2
O=C(Cc1ccccc1)n1nc(-c2ccccc2)nc1NCc1ccco1	-1.0	-2	-28	-11	-44	-13	-110	-5	-70	-3	1
Cc1ccc(C(C[N+](=O)[O-])n2nc(C)cc2C)cc1 (stereo not given)	-1.7	11	-3	0	-7	55	3	-8	28	-14	-1
Cc1ccc(S(=O)(=O)N2CCOC2CNC(=O)C(=O)NCCc2ccc(S(N)(=O)=O)cc2)cc1 (stereo not given)	-0.2	-2	6	3	-4	16	12	-1	5	2	-1
CC(C)(C)NC(=O)COc1coc(CN2CCN(C(=O)c3ccco3)CC2)cc1=O	2.0	0	-3	-20	-11	6	16	22	3	-16	2
Cc1ccc(S(=O)(=O)N2CCC(C(=O)N3CCCC3C(=O)N[C@@H](CC(C)C)C(=O)NCC(N)=O)CC2)cc1 (stereo not given in full)	4.6	8	2	6	-4	x	12	1	10	6	-2
CN(C1CCCCC1)S(=O)(=O)c1ccc2c(c1)c(=O)c(C(=O)O)cn2C	0.6	-1	-5	18	-9	x	17	-10	-1	1	x
CCn1c(-c2cccnc2Cl)nc2cc(C)c(C)cc21	3.1	-7	0	0	-6	10	-7	-27	-3	-7	1
COc1cccc(-c2cc(C(=O)NCC3CCCO3)c3cc(C)cc(C)c3n2)c1 (stereo not given)	0.0	-22	-40	19	-47	-14	-136	-23	-138	5	-2
Cc1cc(CNC(=O)COc2ccc(C#N)cc2)c2ccccc2n1	0.1	16	13	12	-11	-1	4	-8	5	-4	4
Cc1ccccc1N=C1C(=O)Nc2ccccc21	-2.0	1	-6	5	-15	-6	-2	-11	5	-1	x
CCOc1ccc(-n2c(Cc3cc(=O)[nH]c(=O)[nH]3)nnc2SCC(=O)NC2CCCC2)cc1	1.4	-11	-14	-22	-8	x	11	-1	0	-12	3
CCOC(=O)C(=CNCC(=O)OC)C(=O)OCC	2.8	-6	-9	-6	-1	11	22	2	4	-13	3
O=C1CCC(C(=O)N2CCN(c3ccccc3Cl)CC2)CN1CC1CCCCC1 (stereo not given)	-0.4	-5	12	25	8	6	-20	-15	6	3	1
CC(C(=O)Nc1ccc2c(c1)OCO2)N1CCC(N2CCCCC2)CC1 (stereo not given)	0.5	-6	-12	5	28	x	6	4	-2	9	-1
Cc1ccc(S(=O)(=O)NCCC(=O)N2CCN(c3cccc(Cl)c3)CC2)cc1C	0.6	-1	29	-13	36	-10	14	14	8	1	4
COC(=O)c1oc2ccccc2c1-n1cccc1	-2.5	3	2	6	0	11	-7	-6	18	-13	1
O=C(NCc1ccccc1)C(=O)NCC1OCCN1S(=O)(=O)c1ccc([N+](=O)[O-])cc1 (stereo not given)	2.3	-2	-31	4	8	1	14	2	15	-6	-3
Cc1ccc(NC(=S)N(Cc2cccs2)Cc2cc3cc(C)ccc3[nH]c2=O)cc1	0.9	2	28	-11	3	-1	11	-4	24	48	-5
COc1ccc(CN2CCNC(=O)C2CC(=O)NCc2cn[nH]c2-c2ccccc2)c(F)c1 (stereo not given)	-0.5	-7	4	-26	-20	-6	5	15	13	6	0
CN(C)c1nc(N)nc(Cn2nnc(-c3ccc(C(F)(F)F)cc3)n2)n1	0.3	12	-3	10	-1	-3	12	-3	20	-5	-1
CCc1ccc(OCC(=O)Nc2ccc3[nH]ncc3c2)cc1	-0.2	6	3	4	8	-28	-19	9	-30	10	1
Oc1ccccc1C=NC(c1ccccc1)C(O)c1ccccc1 (stereo not given)	1.0	5	-9	10	5	-5	10	6	11	0	2
CN(C)c1ncc(S(=O)(=O)c2ccccc2)c(=O)[nH]1	0.8	-2	12	-5	-27	5	2	2	-7	2	2
CN1CCN(C(=O)/C(=C\c2ccc3c(c2)OCO3)NC(=O)c2cccs2)CC1	-1.0	-4	-23	-11	-10	-27	9	-2	6	2	1
O=C(NCCNC(=O)c1cc(OCC(F)(F)F)ccc1OCC(F)(F)F)Nc1ccc(OC(F)(F)F)cc1	4.5	1	8	-7	4	6	14	6	16	28	-1
Cc1cc(C)cc(NC(=O)CCN2C(=O)c3ccccc3S2(=O)=O)c1	2.3	3	-11	-14	-17	-12	-7	-2	-11	-4	-3
Oc1c(CN2CCc3ccccc3C2)cc(Cl)c2cccnc12	-0.4	85*	87*	24	-11	75*	-5	-6	50*	14	2
CCCNC(=O)c1ccc(CN2CCc3ccccc3C2)cc1	-2.0	0	9	1	-8	3	1	-2	7	1	-5
COCCNC(=S)Nc1ccc2nc(N3CCOCC3)cc(C)c2c1	0.6	-4	7	-16	-13	-10	-85	-2	-31	35	-3
COc1ccc(CC(=O)c2ccc(OC3OC(CO)C(O)C(O)C3O)cc2O)cc1 (stereo not given)	0.4	-7	-23	5	-79	-19	-25	6	-143	-9	-1
CN(Cc1nc(-c2ccccc2)no1)C(=O)c1ccc2c(c1)OCO2	0.3	6	-5	-5	-13	0	-6	0	-4	-4	6
F[B-](F)(F)c1cc2ccccc2s1	0.3	9	5	-17	-7	3	-2	3	-3	12	x

High-throughput results as filed in PubChem.
